# a7 integrin act – qHTS for Activators of Integrin-Mediated Alleviation for Muscular Dystrophy; Potency, µM (doses to about 38.3 µM), without a hit: at the highest dose activation, usual class: activators; 350,000 tested, 0.064% active; AID 624291, 2012; alpha7betagal myoblasts, beta-gal FDG fluorescence, 48 h;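 also: potency is read from the fitted curve at half-maximal effect; 100% = response of the positive control SU9516; nearly all actives have a fitted effect of over 60% in size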
#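 Alpha7betagal+/- myoblasts (passage 13) were plated 16-24 hr, then exposed to compounds (1:260 dilution of DMSO stock) for 48 hours at 37C. After MPER lysis, β-galactosidase reporter activity was read as FDG fluorescence (ex 480/em 540) after 30 minutes.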
# S-ASM inh – Inhibitors of Secretory Acid Sphingomyelinase (S-ASM): qHTS; placental ASM, HMU-PC fluorogenic substrate, 60 min; Potency, µM (doses to about 57.5 µM), inactives show top-dose activity change, negative = inhibition, usual class: inhibitors; 340,000 tested, 0.006% active; AID 504937, 2011; also: potency is read from the fitted curve at half-maximal effect
#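 HMU-PC0 cleavage (9 uM final) by human placental ASM, 60 min at 37 °C following 10 min compound exposure at RT; stopped at pH 10, fluorescence Ex 386/Em 447 nm.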
# ELG1 genotox – qHTS screen for small molecules that induce genotoxicity in human embryonic kidney (HEK293T) cells expressing luciferase-tagged ELG1. HEK293T ELG1-luciferase reporter, luminescence, 16 h. Potency, µM (doses to about 46 µM), inactives show top-dose activity change, positive = activation, most hits filed as activators. 330,000 tested, 1.3% active; also: potency is read from the fitted curve at half-maximal effect; % of control where 0% means no effect; nearly all actives have a fitted effect of over 60% in size
#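 HEK293T cells expressing luciferase-tagged ELG1 were exposed to compound or DMSO vehicle for 16 hr at 37 °C and 5% CO2. Luciferase activity was then measured with ONE-Glo after 30 min at room temperature.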
# USP2a block – qHTS Assay for Inhibitors of Ubiquitin-specific Protease USP2a Using CHOP2 as the Reporter; Ubiquitin carboxyl-terminal hydrolase 2 (Homo sapiens), O75604; USP2 core, Ub-CHOP2 coupled fluorogenic reporter, 485/531; Potency, µM (highest dose often 38.3 µM), for inactives: at the top dose activity change, negative = inhibition, actives largely listed as inhibitors; 330,000 tested, 0.01% active; AID 463254, 2010;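 also: potency is read from the fitted curve at half-maximal effect; plate controls were DMSO wells for no effect and full inhibition by NEM control for full effect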
#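 USP2 core (10nM final) preincubated 30min RT with compound in 20mM Tris-HCl pH 8.0, 2mM CaCl2, 2mM beta-mercaptoethanol, 0.05% CHAPS; 25nM Ub-CHOP2 plus 25nM reporter substrate added, fluorescence (Ex485/Em531) read after 60min.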
# Eya2 phos inh – qHTS Assay for Inhibitors of the Phosphatase Activity of Eya2; recombinant Eya2, OMFP fluorescence dephosphorylation (OMFP is methylfluorescein phosphate); Potency, µM (top dose mostly 76.9 µM), without a hit: at the top dose activity, negative = inhibition, most hits filed as inhibitors; 330,000 tested, 0.006% active; AID 488837, 2010; also: potency is read from the fitted curve at half-maximal effect; % is scaled to controls: 0 for no effect and ±100 for the full control effect
#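 Eya2 protein (added as 0.2 uM solution) was preincubated with compound for 10 min at ambient temperature in 50 mM HEPES pH 7.5, 50 mM NaCl, 5 uM MgCl2, 0.05% BSA, 1 mM DTT. OMFP (added at 50 uM) then reacted 10 min; fluorescence read at 485/525 nm.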
# BRCA1 expr act – qHTS Assay to Identify Small Molecule Activators of BRCA1 Expression. Potency, µM (top dose mostly 46.1 µM), inactives show top-dose activation, actives largely listed as activators. 380,000 tested, 1.1% active. MCF7-BRCA1-FFLuc reporter, luminescence, 48 h; response scale: scaled: vehicle 0%, 10 µM genistein 100%; also: potency is read from the fitted curve at half-maximal effect; nearly all actives have a fitted effect of over 80% in size; some results filed as inactive show a strong effect at the top dose
#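 Compounds are tested at multiple concentrations on MCF7 BRCA1-luciferase reporter cells seeded at 2000 per well; after 48 h, a single luminescence end-point is taken and curves fitted to the normalized data.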
# p53 reactivation – qHTS assay for re-activators of p53 using a Luc reporter; H1299 p53-A138V BP100-luciferase reporter, luminescence, 24 h; Potency, µM (doses to about 92.2 µM), for the others: top-dose activity change, positive = activation, hits mostly activators; 320,000 tested, 0.063% active; AID 504706, 2011; also: potency is read from the fitted curve at half-maximal effect; % of control where 0% means no effect; nearly all actives have a fitted effect of over 45% in size
#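 p53-null H1299 cells stably carrying temperature-sensitive p53-A138V and a BP100-luciferase reporter were pinned with compounds (4-point, 1:5 series) and held 24 hrs at 37 deg C. Luminescence was read 10 min after detection reagent.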
# TRPV1 ag – HTS Assay for Compounds that Act as Agonists of the Vanilloid Receptor 1; activation, % at 8.33 µM; 320,000 tested, 0.19% active; TRPV1-expressing cells, Fluo-8 calcium influx, agonist mode; Transient receptor potential cation channel subfamily V member 1 (Homo sapiens), Q8NER1; AID 540275, 2011; in the data active = activation above about 80%; inconclusive = between about 30% and that limit; also: 0% is about no effect
# Target sequence (Q8NER1 whole entry, looked up): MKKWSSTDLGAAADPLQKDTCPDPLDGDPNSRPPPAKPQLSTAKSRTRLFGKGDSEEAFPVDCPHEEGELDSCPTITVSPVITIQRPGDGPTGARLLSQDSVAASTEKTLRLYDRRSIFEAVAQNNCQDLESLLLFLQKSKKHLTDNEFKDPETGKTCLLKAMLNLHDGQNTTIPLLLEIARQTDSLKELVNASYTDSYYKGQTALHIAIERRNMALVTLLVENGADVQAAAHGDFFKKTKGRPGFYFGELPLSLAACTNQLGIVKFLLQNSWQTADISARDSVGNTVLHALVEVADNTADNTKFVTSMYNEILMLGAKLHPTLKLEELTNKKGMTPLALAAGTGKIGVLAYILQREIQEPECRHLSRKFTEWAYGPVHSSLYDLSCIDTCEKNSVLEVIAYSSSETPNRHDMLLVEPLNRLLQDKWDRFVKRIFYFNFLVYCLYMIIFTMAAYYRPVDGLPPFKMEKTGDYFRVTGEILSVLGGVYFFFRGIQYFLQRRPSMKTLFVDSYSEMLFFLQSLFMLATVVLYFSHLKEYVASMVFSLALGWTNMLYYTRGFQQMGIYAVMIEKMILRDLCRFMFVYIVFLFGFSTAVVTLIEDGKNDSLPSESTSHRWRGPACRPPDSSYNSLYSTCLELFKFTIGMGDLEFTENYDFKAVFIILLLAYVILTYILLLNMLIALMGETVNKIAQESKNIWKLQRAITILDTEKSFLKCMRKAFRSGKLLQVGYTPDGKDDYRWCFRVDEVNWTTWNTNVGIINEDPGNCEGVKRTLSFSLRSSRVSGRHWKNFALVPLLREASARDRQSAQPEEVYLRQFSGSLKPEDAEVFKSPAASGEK
#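 TRPV1-expressing cells were cultured overnight at 35.5C and loaded with Fluo-8 calcium dye for 40 to 90 min at room temperature. After a 10 s baseline, compound was added and calcium influx was read kinetically for 3 min (ex 480/em 520 nm).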
# uPA generation – qHTS for Inhibitors of Cell Surface uPA Generation | cell surface uPA generation assay, qHTS | Potency, µM (doses to about 38.3 µM), without a hit: at the top dose activity change, negative = inhibition, hits mostly inhibitors | 330,000 tested, 0.31% active | AID 540303, 2011; active = well fitted inhibition curve with a large enough effect; inconclusive = small, poorly fitted or top-dose-only effect; inactive = no such curve, though single readings can be large or run the other way; tested in mouse RAW 264.7 cells; also: potency is read from the fitted curve at half-maximal effect; % is scaled to controls: 0 for no effect and ±100 for the full control effect; nearly all actives have a fitted effect of over 55% in size
# B2AR arrestin – qHTS assay of beta-arrestin-biased ligands of beta2-adrenergic receptor. 330,000 tested, 0.02% active. AID 492947, 2010. Potency, µM (series often up to 46.1 µM), inactives show at the highest dose activation, actives largely listed as activators. beta-arrestin recruitment to beta2AR, cell-based reporter. Beta-2 adrenergic receptor (Homo sapiens), P07550;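 also: potency is read from the fitted curve at half-maximal effect; 0% = DMSO controls and full agonism = EC100 isoproterenol or metaproterenol; nearly all actives have a fitted effect of over 65% in size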
# TSG101-PTAP inh – qHTS Assay for Iinhibitors of HIV-1 Budding by Blocking the Interaction of PTAP/TSG101 | Potency, µM (titrated, usually from 115 µM), for the others: at the top dose activity change, negative = inhibition, usual class: inhibitors | 340,000 tested, under 10 active | Fluorescence polarization, FITC-PTAP peptide / Tsg101 binding; active = well fitted inhibition curve with a large enough effect in the main read-out, with a control signal flat, not every such curve was filed as active; inconclusive = small, poorly fitted or top-dose-only effect, or effect the other way, or a change in a side signal; inactive = no such curve, though single readings can be large or run the other way; also: potency is read from the fitted curve at half-maximal effect; % of control where 0% means no effect
#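 Fluorescence polarization binding of Tsg101 binding domain (10 uM final) to FITC-labeled PTAP peptide (50 nM final) in HEPES pH 7.5 buffer with NaCl, Tween 20, EDTA, TCEP. Compounds added before peptide; binding 20 min at RT.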
# Starred values were filed as active, the others as inactive; ? = inconclusive; · = no result given; [ ] = remark or other dose. Unless noted, calls follow the shape of the dose curve; as a rule, active = well fitted curve in the direction sought with a large enough effect; inconclusive = small, poorly fitted or top-dose-only effect, or another doubt; inactive = no such curve, though single readings can be large; an effect the other way counts as inactive or inconclusive.
# Values in the order: USP2a block | uPA generation | TRPV1 ag | ELG1 genotox | B2AR arrestin | S-ASM inh | BRCA1 expr act | a7 integrin act | p53 reactivation | Eya2 phos inh | TSG101-PTAP inh
- Cn1ccnc1CN1CCN(C(=O)c2cc(COc3ccc(F)c(F)c3)on2)CC1
→ 1% | -4% | 5 | -3% | -0.4% | · | -4% | 22% | 20% | 3% | -3%
- COc1ccc(-c2cc(C(=O)N(C)Cc3ccc(OC)c(OC)c3OC)c3ccccc3n2)cc1OC
→ · | -5% | · | · | · | 71%[activator] | -35% | 6% | · | · | -2%
- S=C(NCc1ccco1)N/N=C/c1ccccc1Cl
→ 5% | -2% | 3 | -7% | -0.5% | -5% | -4% | -18% | -4% | 9% | -3%
- CCOC(=O)c1cc(-c2ccc(Cl)cc2)nc2onc(C)c12
→ 1% | · | 4 | -1% | -0.2% | · | · | · | 5% | -2% | ·
- O=C(c1cccs1)N(Cc1cccc(Cl)c1)C1CCS(=O)(=O)C1 (stereo not given)
→ 6% | · | -2 | 9% | 0.1% | 1% | -17% | -12% | 0% | 4% | -9%
- O=C(COc1ccccc1)NCC(=O)N/N=C/c1ccc(Br)cc1
→ 1% | 2% | -6 | 5% | -1.0% | 1% | -11% | 17% | -3% | 5% | ·
- CCC1CCc2c(sc(NC(=O)C3CC=CCC3C(=O)O)c2C#N)C1 (stereo not given)
→ -3% | -3% | -3 | -4% | 0.1% | 11% | -15% | 7% | 5% | 0% | -5%
- COc1cc(OC)nc(NC(=O)COC(=O)C2CCCCC2)n1
→ 1% | 7% | 16 | 2% | -1.4% | -2% | -5% | -17% | 2% | -2% | -1%
- Cc1cc(C)n(CCCNC(=O)COc2ccc([N+](=O)[O-])cc2)n1
→ 0% | 3% | · | 0% | -0.2% | -4% | 1% | -2% | -1% | 5% | -3%
- CC1(C)SCC(C(=O)O)N1C=O (stereo not given)
→ 3% | 0% | -1 | 2% | -0.1% | -1% | -15% | -23% | -7% | 18% | -2%
- CCN=C1SC(CC(=O)Nc2sc3c(c2C#N)CCCC3)C(=O)N1CC (stereo not given)
→ 1% | 2% | 1 | 0% | -1.0% | 1% | -41% | -12% | -1% | -1% | -3%
- O=C(NC1CCCCC1)c1cc(S(=O)(=O)N2CCOCC2)c(Cl)cc1Cl
→ 0% | -1% | 7 | -2% | 0.0% | 2% | -6% | 15% | 4% | 5% | -3%
- CNC(=O)C(=O)NCC1OCCN1S(=O)(=O)c1ccc(OC)c(OC)c1 (stereo not given)
→ 0% | 13% | -3 | 0% | 0.3% | -2% | -17% | -27% | -3% | 10% | 0%
- CCN(CC)CCN(C)c1ccc(N2C(=O)C3CC=CCC3C2=O)cc1[N+](=O)[O-] (stereo not given)
→ 1% | 1% | -4 | -9% | -0.6% | -11% | -23% | 1% | 0% | 4% | 1%
- CCc1ccccc1N(CC(=O)NCc1ccc(OC)cc1)C(=O)CCC(=O)Nc1ccccn1
→ 0% | -1% | 1 | -7% | 0.2% | 3% | -28% | -6% | 0% | ? | -2%
- C=CCOC(=O)C1=C(C)NC(=O)NC1c1cn(-c2ccccc2)nc1-c1cccs1 (stereo not given)
→ 0% | 14% | 0 | -3% | -0.2% | -15% | -24% | 10% | -11% | -29% | -1%
- Cc1cc(Nc2nc3ccccc3nc2Cl)n(-c2ccccc2)n1
→ 3% | · | 8 | ? | -0.4% | 24% | -72% | -54%[inhibitor] | ? | 4% | -5%
- O=C1N(Cc2cccc(Cl)c2)C[C@@H]2C[C@@H](c3cccc4cccnc34)N3CCC[C@@]123
→ 1% | -2% | 1 | -3% | -0.8% | -1% | -46% | 0% | 0% | 3% | -5%
- O=C(OC1CCOC1=O)C1CCN(S(=O)(=O)c2ccc(Cl)c(C(F)(F)F)c2)CC1 (stereo not given)
→ 0% | -5% | 1 | -1% | -0.7% | · | -22% | 2% | 12% | -15% | 0%
- CCOC(=O)CN1CC23C=CC(O2)C(C(=O)NC2CCCC2)C3C1=O (stereo not given)
→ 2% | -6% | -6 | -5% | -0.1% | 0% | 0% | 26% | 7% | 21% | -1%
- COCCOC(=O)C1=C(C)NC(=S)NC1c1cccs1 (stereo not given)
→ 4% | 0% | -1 | 1% | -0.8% | 4% | -1% | 17% | -3% | -12% | -1%
- COc1ccc(/C(C)=N/NC(=O)CNC(=O)c2cccs2)cc1OC
→ 2% | ? | -1 | -7% | -0.9% | 0% | -5% | -13% | -1% | 12% | -2%
- COc1ccc(N2CCN(C(=O)c3ccc(S(=O)(=O)N4CCCC4)cc3)CC2)cc1
→ 0% | -2% | 6 | 0% | -0.3% | -1% | 11% | 6% | 6% | -10% | -5%
- O=C(CCn1c(=S)oc2ccccc21)Nc1cccc(F)c1
→ 3% | 3% | -3 | -10% | -0.1% | -2% | -21% | -27% | -4% | -4% | 1%
- O=C(NN1C(=O)/C(=C\c2ccc(O)c([N+](=O)[O-])c2)SC1=S)c1ccccc1Cl
→ 0% | 2% | · | -3% | -0.2% | ? | 2% | -8% | -1% | 0% | -7%
- COc1cc2c(cc1OC)C(Cc1ccc(O)cc1)N(C)CC2 (stereo not given)
→ 5% | 1% | 3 | 0% | -1.0% | · | 2% | -8% | 3% | 2% | -3%
- CCOC(=O)c1cccc(NC(=O)CSc2nnc(-c3cccnc3)n2CC)c1
→ -1% | 2% | -4 | -4% | -0.1% | 2% | 4% | -22% | -16% | -8% | -5%
- Cc1cc(C)cc(NC(=O)C2CCCN(S(=O)(=O)c3ccc4[nH]c(=O)ccc4c3)C2)c1 (stereo not given)
→ 6% | -4% | 2 | 2% | -0.6% | 1% | -26% | 23% | · | 0% | -4%
- Cc1ccc(C(=O)NCC(=O)Nc2ccc(Cl)cc2)s1
→ 1% | 1% | · | 1% | 0.0% | -5% | -1% | 1% | 4% | -11% | 2%
- CC(=O)N1CCC(N(CCN2CCOCC2)C(=S)Nc2c(C)cccc2C)CC1
→ 2% | 3% | 2 | 1% | -0.6% | 1% | -32% | -11% | 8% | 4% | -2%

# Filtered by structure: the entries above with a cyano group
# Values in the order: USP2a block | uPA generation | TRPV1 ag | ELG1 genotox | B2AR arrestin | S-ASM inh | BRCA1 expr act | a7 integrin act | p53 reactivation | Eya2 phos inh | TSG101-PTAP inh
- CCC1CCc2c(sc(NC(=O)C3CC=CCC3C(=O)O)c2C#N)C1 (stereo not given)
→ -3% | -3% | -3 | -4% | 0.1% | 11% | -15% | 7% | 5% | 0% | -5%
- CCN=C1SC(CC(=O)Nc2sc3c(c2C#N)CCCC3)C(=O)N1CC (stereo not given)
→ 1% | 2% | 1 | 0% | -1.0% | 1% | -41% | -12% | -1% | -1% | -3%

# Next section:
# Values in the order: USP2a block | uPA generation | TRPV1 ag | ELG1 genotox | B2AR arrestin | S-ASM inh | BRCA1 expr act | a7 integrin act | p53 reactivation | Eya2 phos inh | TSG101-PTAP inh
- COc1ccc(Oc2coc3cc(OCC(=O)N4CCCCC4)ccc3c2=O)cc1
→ -5% | · | 16 | 1% | -0.5% | · | · | · | 14% | -3% | ·
- COc1ccc(OC)c(S(=O)(=O)N2Cc3ccccc3CC2C(=O)O)c1 (stereo not given)
→ -2% | · | 3 | -1% | -0.3% | 0% | -4% | 18% | 0% | -7% | -5%
- O=C(O)c1ccc(NC(=S)NC(=O)c2ccc(-c3ccccc3)cc2)cc1
→ -8% | -7% | -3 | 14% | -0.5% | -3% | 69% | -30% | 17% | 9% | -2%
- O=C1CCN(CC2CCCCC2)C=C1C(=O)c1ccccc1
→ · | -2% | · | · | · | 8% | 8% | 20% | · | · | 5%
- Cc1ccc2c(c1)[C@H]1[C@H](CO2)[C@H](c2ccccc2)[C@]2(C)C(=O)N(C)CC(=O)N12
→ · | 10% | · | · | · | -3% | 0% | 1% | · | · | -2%
- COc1ccc(S(=O)(=O)n2nc(-n3c(C)ccc3C)c3c(F)cccc32)cc1OC
→ -13% | 5% | -5 | -4% | -0.8% | -4% | -54% | -21% | -2% | 8% | 0%
- OCCNCCOc1ccccc1F
→ 0% | 2% | -1 | 2% | -0.1% | 0% | -12% | -5% | -6% | -15% | -2%

# From PubChem

# Compounds were not picked by outcome; overall some 2.6% were active at least once.
